# EPAC1 ag: EPAC1 (human) agonism | O95398 | EPAC1 agonist qHTS, biochemical assay; response scale: 100% = response to 6.5 mM cAMP | Potency, µM (top dose mostly 154 µM), for inactives: at the top dose activation, most hits filed as activators | 0.073% of 360,000 active; further: potency means the concentration at half of the fitted maximal effect; nearly all actives have a fitted effect of over 60% in size
#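 Normalized to 6.5 mM cAMP, activity reflects EPAC1-catalysed release of BODIPY-GDP from Rap1B, followed kinetically over 30 min at 480 nm excitation, 540 nm emission. Reaction contained 100 nM EPAC1, 250 nM Rap1B-BODIPY-GDP, 50 uM GDP.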
# PLK1 PBD inh: PLK1 (human) polo-box domain binding inhibition | Plk1 PBD binding of FITC phosphopeptide, fluorescence polarization | Potency, µM, for inactives: max response, negative = inhibition, usual class: inhibitors | 2.8% of 360,000 active; further: potency means the concentration at half of the fitted maximal effect; series mostly up to about 57 µM; on the % scale 0 is the no-effect control and ±100 the full control effect; nearly all actives have a fitted effect of over 65% in size
# CCT modulator: changes cytosolic chaperonin activity; purified chaperonin ATPase assay, HTRF ADP detection, 30 min; activity change, % (no concentration beside the values), hits read low; 0.3% of 360,000 active; AID 651819; in the data active means activity change below about -30%; further: on the % scale 0 is the no-effect control and ±100 the full control effect
#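 Enzyme 40 or 20 nM (batch-dependent) in Tris pH 7.4/KCl/MgCl2/DTT; cpd 76 uM single point; ATP 10 uM; 30 min 37 °C; Transcreener ADP HTRF detection, 30 min RT; ratio 665/615.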
# EPAC2 agonist: EPAC2 (human) agonism. Q8WZA2. EPAC2 activation, biochemical qHTS; response scale: 100% = 6.5 mM cAMP response. Potency, µM (highest dose often 154 µM), for the others: top-dose activation, most hits filed as activators. 0.079% of 360,000 active. AID 720711; further: potency means the concentration at half of the fitted maximal effect; nearly all actives have a fitted effect of over 50% in size
#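 Readout is BODIPY fluorescence (480 nm excitation, 540 nm emission), which falls as labeled GDP is exchanged off Rap1B. EPAC2 at 100 nM acted on 250 nM RAP1B-BODIPY-GDP with 50 uM GDP present.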
# WRN helicase inh: inhibitors of human WRN helicase; 0.46% of 360,000 active; Potency, µM (top dose mostly 114 µM), for inactives: at the highest dose activity change, negative = inhibition, usual class: inhibitors; WRN helicase unwinding, fluorescent forked duplex, kinetic; further: potency means the concentration at half of the fitted maximal effect; on the % scale 0 is the no-effect control and ±100 the full control effect; nearly all actives have a fitted effect of over 55% in size
# Target sequence (Q14191 whole entry, looked up): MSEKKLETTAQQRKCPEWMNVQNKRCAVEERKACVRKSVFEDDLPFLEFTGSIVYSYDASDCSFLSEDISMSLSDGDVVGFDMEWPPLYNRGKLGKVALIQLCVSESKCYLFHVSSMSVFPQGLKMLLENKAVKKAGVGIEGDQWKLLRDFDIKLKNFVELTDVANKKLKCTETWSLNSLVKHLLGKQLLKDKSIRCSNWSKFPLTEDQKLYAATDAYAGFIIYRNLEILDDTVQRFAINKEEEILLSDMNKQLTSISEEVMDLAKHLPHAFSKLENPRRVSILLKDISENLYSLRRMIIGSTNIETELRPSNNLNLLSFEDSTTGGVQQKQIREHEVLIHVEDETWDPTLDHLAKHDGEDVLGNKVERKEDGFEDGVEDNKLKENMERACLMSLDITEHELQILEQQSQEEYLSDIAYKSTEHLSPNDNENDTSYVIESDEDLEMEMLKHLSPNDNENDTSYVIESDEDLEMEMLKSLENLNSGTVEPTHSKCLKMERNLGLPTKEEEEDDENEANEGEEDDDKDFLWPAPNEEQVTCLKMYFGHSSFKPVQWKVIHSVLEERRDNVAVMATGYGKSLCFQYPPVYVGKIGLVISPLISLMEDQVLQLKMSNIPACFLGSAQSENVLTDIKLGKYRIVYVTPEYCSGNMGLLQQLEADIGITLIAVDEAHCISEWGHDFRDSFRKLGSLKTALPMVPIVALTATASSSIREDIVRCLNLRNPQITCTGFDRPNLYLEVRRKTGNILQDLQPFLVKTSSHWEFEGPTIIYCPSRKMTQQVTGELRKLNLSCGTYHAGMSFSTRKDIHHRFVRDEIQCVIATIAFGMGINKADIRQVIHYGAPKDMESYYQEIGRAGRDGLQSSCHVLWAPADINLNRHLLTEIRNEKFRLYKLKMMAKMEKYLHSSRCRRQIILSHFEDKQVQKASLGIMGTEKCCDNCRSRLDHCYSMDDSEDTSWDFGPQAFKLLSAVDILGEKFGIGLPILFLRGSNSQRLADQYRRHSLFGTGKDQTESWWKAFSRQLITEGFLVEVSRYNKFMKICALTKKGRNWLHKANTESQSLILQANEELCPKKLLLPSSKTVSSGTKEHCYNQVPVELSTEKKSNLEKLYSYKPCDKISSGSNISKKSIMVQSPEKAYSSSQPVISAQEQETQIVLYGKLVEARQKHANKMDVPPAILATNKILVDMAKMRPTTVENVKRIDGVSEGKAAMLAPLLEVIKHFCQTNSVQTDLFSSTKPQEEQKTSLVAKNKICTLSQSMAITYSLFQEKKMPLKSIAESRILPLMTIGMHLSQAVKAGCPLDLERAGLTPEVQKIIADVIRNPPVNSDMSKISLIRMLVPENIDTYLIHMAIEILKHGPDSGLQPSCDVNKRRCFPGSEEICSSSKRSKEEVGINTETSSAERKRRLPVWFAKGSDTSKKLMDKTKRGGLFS
#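 Primary qHTS, 1536-well format. 20 nM WRN + compound, 15 min RT; start with 100 nM forked fluorophore/quencher duplex, 2 mM ATP (final); kinetic read ex 525/em 598 nm.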
# IL2 activator: IL-2 activation. IL-2 activation reporter assay, cell-based qHTS; stimulated with anti-CD3/CD4/CD28 beads; in transgenic mouse T cells. activation, % (series mostly up to about 46 µM). 0.065% of 360,000 active. AID 652025; in the data active means activation above about 50%; inconclusive means mostly about 30% to 49%; further: 0% is about no effect
#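 EGFP and DsRed fluorescence is measured by plate cytometry in unstimulated transgenic mouse T cells exposed to compound for 60 minutes, then stimulated 18 hours at 37 degrees C with anti-CD3/anti-CD4 beads plus anti-CD28.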
# EPAC1 antag: EPAC1 (human) antagonism; EPAC1 GEF assay, Rap1b-BODIPY-GDP exchange fluorescence; O95398; 0.14% of 360,000 active; Potency, µM (titrated, usually from 115 µM), without a hit: top-dose activity change, negative = inhibition, most hits filed as inhibitors;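 further: potency means the concentration at half of the fitted maximal effect; plate controls were vehicle for no effect and positive control for full effect; nearly all actives have a fitted effect of over 50% in size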
# PI5P4Ka inh: PI5P4K alpha (human) kinase inhibition; P48426; PI5P4Kalpha enzyme, ADP-Glo luminescence, 60 min; stronger effect = lower value; max response, %; 1.2% of 330,000 active; active means max response of -50% or lower; inconclusive means between -30% and -50%; inactive means -30% or higher; further: value at the top dose of about 77 µM; on the % scale 0 is the no-effect control and ±100 the full control effect
#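 Enzyme plus substrate dispensed, test compounds pinned in, then ATP (5 microM final) added. After 60 min at RT, ADP-Glo reagent 1 for 45 min and reagent 2 for 30 min preceded luminescence imaging.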
# The depositor's hits bear a star; ? = inconclusive; nt = not tested or not shown; [ ] = remark or other dose. Unless noted, the call rests on the fitted dose curve; in most records, active means well fitted curve in the direction sought with a large enough effect; inconclusive means small, poorly fitted or top-dose-only effect, or another doubt; inactive means no such curve, though single readings can be large; an effect the other way counts as inactive or inconclusive. This is a subset (hit frequency here may not be typical).
SMILES,EPAC1 ag,PLK1 PBD inh,CCT modulator,EPAC2 agonist,WRN helicase inh,IL2 activator,EPAC1 antag,PI5P4Ka inh
CSC1SCC2C(=O)N(C)C(C(C)C)C(=O)OCC(NC(=O)c3cnc4ccccc4n3)C(=O)NC(C)C(=O)N(C)C1C(=O)N(C)C(C(C)C)C(=O)OCC(NC(=O)c1cnc3ccccc3n1)C(=O)NC(C)C(=O)N2C (stereo not drawn),-17%,-9%,-1.2,-15%,0.53µM*,1.3,-27%,?
CC(=O)c1ccc(NC2OC(CO)C(O)C(O)C2O)cc1 (stereo not drawn),0%,-10%,-1.0,-3%,-2%,-0.1,-14%,9
COc1cccc(N2CCN(C(=O)CC(C)(C)CC3=NS(=O)(=O)c4ccccc4N3)CC2)c1,1%,-7%,-2.0,4%,-3%,-5.0,-5%,1
O=C(O)C1[C@H]2C(=O)N(C3CCCC3)C[C@]23C=C[C@H]1O3 (stereo partly drawn),3%,-12%,-4.4,4%,2%,-1.2,-4%,nt
CN(C)c1ncnc2c1ncn2C1OC(CO)C(O)C1O (stereo not drawn),16%,-4%,-1.7,3%,3%,-0.4,-19%,1
COc1ccccc1-n1cc(C(=O)NCC(=O)N2CCN(Cc3ccccc3)CC2)c2ccccc2c1=O,-1%,-2%,2.2,2%,1%,-1.5,1%,1
CCN(CC)CCNC(=O)c1ccc(Sc2ccc(Cl)cc2)c(NC(C)=O)c1,9%,-8%,-2.9,5%,1%,0.0,-7%,5
CC(=O)c1cccc(OC(=O)c2ccccc2)c1,1%,-1%,0.9,5%,2%,0.6,-10%,3
Cc1ccc(NC(=O)COC(=O)c2c(C)nn(-c3ccccc3)c2C)cc1,0%,1%,1.3,17%,3%,-0.6,-12%,-6
Cc1ccc(C(=O)Nn2cnnc2)c(Cl)c1,-17%,-6%,-1.9,-2%,-2%,-0.3,-8%,-3
CCNC(=O)C1(C)CCCN(C(=O)c2ccc(OC)c(F)c2)C1 (stereo not drawn),1%,1%,1.5,7%,-4%,-0.5,-14%,5
CCOC(=O)NC(=O)/C(C#N)=C\Nc1ccc(Cl)cc1Cl,6%,-24%,1.7,-4%,2%,-0.3,-8%,2
COc1ccc(NS(=O)(=O)c2cc(NC(=O)/C=C/c3cc(OC)c(OC)c(OC)c3)ccc2N2CCCCC2)cc1,-3%,-1%,1.1,2%,2%,-1.5,-8%,-2
CN(C(=O)c1cn2ccccc2n1)c1c(N)n(Cc2ccccc2)c(=O)[nH]c1=O,5%,-15%,-0.1,-8%,19%,-0.2,14%,-8
CSc1ccc(CN2CCC(C)(Oc3ccc(-n4ccnc4)cc3)C2)cc1 (stereo not drawn),-6%,-10%,0.1,10%,-3%,-0.8,-10%,-6
Cc1nn(-c2ccccc2)c2c1C(=O)N(Cc1ccccc1)C(=O)C(C)(C)C2,13%,-12%,-2.1,25%,-17%,0.7,-5%,8
CC(CN1CCCC1)OC(=O)c1ccc(Br)cc1 (stereo not drawn),-12%,-17%,-2.6,0%,-3%[11.6 µM],4.1,-8%,5
COc1cccc(CNc2nc3cc(-c4ccc(C(=O)N5CCN(C)CC5)cc4)sc3c(=O)n2C)c1,-15%,-2%,1.1,3%,-5%,-0.2,22%,-4
O=C(O)c1ccc(/C=N/NC(=O)c2cc3c(ccc4ccccc43)o2)cc1,12%,?,1.7,-3%,3%,-4.0,6%,-19
N#Cc1cccc(NC(=O)CCNC(=O)c2ccccc2Cl)c1,-1%,-3%,1.7,6%,-5%,-0.1,8%,6
Cc1ccc(S(=O)(=O)N2[C@@H](c3ccc(C(C)(C)C)cc3)C(C(=O)O)=CC[C@H]2c2ccc(C(C)C)cc2)cc1,-48%[inhibitor],17µM*,1.0,-23%,56µM*,-0.7,32µM*,-63*
C[C@@H]1COC(=O)[C@H](NC(=O)OCC2c3ccccc3-c3ccccc32)C/C=C\C[C@@H](CC(=O)N[C@H](CO)Cc2ccccc2)C(=O)N1,-25%,-6%,0.6,-4%,-21%,-3.2,?,-14
C=CCc1cccc(/C=N/NC(=O)CCC(=O)Nc2ccc(C)cc2)c1O,-7%,0%,0.0,-3%,3%,-3.3,-6%,1
O=C(Nc1ccccc1)N(Cc1cccnc1)Cc1ccco1,-3%,-8%,-2.8,-5%,-3%,2.6,11%,nt
CN(C)S(=O)(=O)c1ccc(C(=O)Nc2cccnc2)cc1,0%,-9%,-3.8,-6%,-38%[57.1 µM],-1.3,-1%,-11
O=C(COC(=O)Cc1c[nH]c2ccccc12)Nc1cccc2ccccc12,-5%,6%,2.5,5%,-13%,-0.3,-28%,0
COCc1cc(=O)c2ccccc2o1,-24%,-3%,-0.9,9%,-4%,-2.0,5%,-7
CCc1nc2c(OCc3ccc(Cl)cc3)cccn2c1N(C)C(=O)C1CC1,0%,-4%,1.5,4%,-8%,-0.2,-4%,-1
N#Cc1cccc(NC(=O)CSc2nnc(-c3n[nH]c4ccccc34)o2)c1,8%,-14%,-0.8,1%,1%,0.0,-2%,-4
CCc1nc(N)c(C#N)c(-c2cccnc2)c1C,-6%,-3%,-3.3,7%,5%,-1.2,1%,nt
O=C(CSc1nnnn1C1CCCCC1)NCc1cccs1,0%,-6%,1.3,2%,-4%,5.7,-9%,6
CCSC1(SCC)N=C(N)C2(C#N)C(c3ccccc3)NC(C)=C(C)C12C#N (stereo not drawn),-2%,-9%,-0.3,-4%[15.6 µM],11%,-0.1,-1%,-7
Cc1ccc(S(=O)(=O)Nc2ccc(S(=O)(=O)Nc3nccs3)cc2)c([N+](=O)[O-])c1,10%,-20%,-1.8,16%,0%,-4.5,0%,4
OC(CNCCc1ccc(C(F)(F)F)cc1)COc1ccc2ccccc2c1 (stereo not drawn),-7%,-4%,-7.0,-5%,-18%,-6.4,?,30
CC(C)CC(=O)NNC(=O)c1ccc(Cl)cc1,11%,-13%,-1.9,5%,3%,-0.1,-30%,4
O=C(Nc1cccc(S(=O)(=O)N2CCCCCC2)c1)C1=COCCO1,7%,-1%,-2.5,12%,-2%,-3.5,1%,8
Cn1c(-c2ccccc2)cc2onc(-c3ccccc3)c2c1=O,-10%,-14%,1.0,2%,-14%,0.7,-18%,0
C=CCn1c(O)c(/C=C2\C=NN=C2c2ccccc2)sc1=S,-1%,1%,2.0,5%,2%,-5.2,-8%,-9
NC(=O)Cc1ccc(C(=O)CSc2nnc(-c3ccncc3)n2C2CC2)s1,0%,-21%,0.6,-4%,?,-0.1,?,-78*
CCCn1c(=NC(=O)c2ccncc2)c(C#N)cc2c(=O)n3cccc(C)c3nc21,0%,-17%,-0.7,6%,4%,-0.2,-14%,2
O=C(COc1cc(Cl)ccc1Cl)Nc1ccc2[nH]c(=O)[nH]c2c1,8%,-5%,2.3,2%,-4%,0.3,-2%,-9
COC(=O)C1CCN(S(=O)(=O)c2ccc(OC)cc2)CC1,0%,-1%,-2.1,7%,3%,-0.6,0%,5
CCOC(=O)c1c(C)c(C)n(Cc2cccc(OC)c2OC)c1C,17%,-7%,-3.5,7%,-2%,-0.1,5%,11
CN(CC(=O)Nc1ccc(F)cc1)C(=O)c1ccc(-c2ccc(Cl)cc2)o1,-5%,-4%,0.9,-3%,-6%,-2.4,3%,9
C[C@H]1CN([C@@H](C)CO)C(=O)c2cc(Br)cnc2O[C@H]1CN(C)C(=O)c1cnccn1,-3%,-2%,-1.1,6%,2%,-1.7,-19%,-1

# Complete entries, looked up by structure. Values in the order: EPAC1 ag | PLK1 PBD inh | CCT modulator | EPAC2 agonist | WRN helicase inh | IL2 activator | EPAC1 antag | PI5P4Ka inh
# O=C(CSc1nnnn1C1CCCCC1)NCc1cccs1 across the screens: 0% | -6% | 1.3 | 2% | -4% | 5.7 | -9% | 6
# NC(=O)Cc1ccc(C(=O)CSc2nnc(-c3ccncc3)n2C2CC2)s1 across the screens: 0% | -21% | 0.6 | -4% | ? | -0.1 | ? | -78*
# C[C@H]1CN([C@@H](C)CO)C(=O)c2cc(Br)cnc2O[C@H]1CN(C)C(=O)c1cnccn1 across the screens: -3% | -2% | -1.1 | 6% | 2% | -1.7 | -19% | -1
# Cn1c(-c2ccccc2)cc2onc(-c3ccccc3)c2c1=O across the screens: -10% | -14% | 1.0 | 2% | -14% | 0.7 | -18% | 0
# COC(=O)C1CCN(S(=O)(=O)c2ccc(OC)cc2)CC1 across the screens: 0% | -1% | -2.1 | 7% | 3% | -0.6 | 0% | 5

# Further entries follow:
SMILES,EPAC1 ag,PLK1 PBD inh,CCT modulator,EPAC2 agonist,WRN helicase inh,IL2 activator,EPAC1 antag,PI5P4Ka inh
CCOC(=O)N1CCN(S(=O)(=O)CCNC(=O)c2ccccc2)CC1,12%,-4%,0.8,6%,2%,1.0,-5%,0
Cc1cccc(NC(=O)Nc2ccc(OCc3ccccc3)cc2)n1,0%,-3%,-3.6,14%,2%,-2.6,-16%,2
O=C(O)CC1Cc2ccccc2C1C(=O)O (stereo not drawn),1%,0%,-1.5,2%,6%,0.4,-4%,-5
COc1ccc(C=C2CCc3ccccc3C2=O)cc1,1%,4%,1.5,1%,-2%,-0.1,-11%,?
O=C(Nc1cccc(-c2cn3ccccc3n2)c1)c1cccc(Cl)c1,-5%,-8%,1.2,0%,-30%,-5.0,10%,-14
O=C(NNC(=O)c1ccc(F)cc1F)c1ccc(-n2cnnn2)cc1,-3%,-12%,-0.6,10%,3%,-3.5,-18%,-6
CCOC(=O)c1sc(NC(=O)c2ccc(OC)cc2)nc1C,-4%,7%,0.3,-4%,-4%,1.0,1%,-1
CCOc1ccc(C(O)(c2ccccc2OC)C(CN2CCCC2)c2ccccc2)cc1 (stereo not drawn),8%,-10%,0.2,11%,3%,-0.6,13%,-3
Cc1cccc(COCC(CC(C)C)N2CCN(C(=O)c3ccc(C(C)(C)C)cc3)CCC2=O)c1 (stereo not drawn),-22%,-1%,-3.4,-3%,-13%,-4.4,-8%,-4
COC(=O)CN1C(=S)N(c2ccc(Cl)cc2)C(=O)C1CC(=O)Nc1ccccc1 (stereo not drawn),-3%,-10%,6.9,-5%,-4%,-0.6,8%,2
O=C(CCNC(=O)c1ccc(Cl)cc1)Nc1nc2ccccc2[nH]1,20%,-9%,-1.6,9%,-1%,1.0,12%,-5
CCCN1CCN(C(=O)c2oc3c(Cl)cccc3c2C)CC1,-5%,-2%,-1.5,-9%,-3%,0.5,-9%,11
O=C(Nc1ccccc1N1CCOCC1)c1ccc2c(c1)OCO2,8%,-14%,-3.8,18%,0%,1.3,-3%,0
COc1ccccc1NC(=O)CSCc1nc2ccccc2[nH]1,-7%,-13%,-0.6,7%,-1%,13,7%,-1
CC(C)Cc1nc2oc3c(NCc4cccnc4)ncnc3c2c2c1CCC2,10%,0%,-1.3,1%,-3%,-0.8,-13%,-2
